MC4R barr agon: human MC4R agonism via beta-arrestin; P32245; U2OS MC4R beta-arrestin complementation, luminescence; percent of melanotan II response, DMSO zero; activation, % at 8.9 µM; 360,000 tested, 0.98% active; AID 540308;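 active means activation above a per-plate cutoff, the mean activation of sample wells on that plate plus 3 SD, cut at about 8% in these data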
m5-HT2A agonist: activates the mouse 5-HT2A serotonin receptor. P35363. CHO-K1 mHTR2A beta-arrestin complementation, luminescence; percent of 30 µM serotonin response. activation, % at 7.6 µM. 360,000 tested, 0.66% active. AID 624169;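 active means activation above a run cutoff, the mean activation of all tested compounds plus 3 SD, cut at about 14% in these data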;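 further: 0% = plate median of compound wells and 100% = 30 µM serotonin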
aDG glyco act: increases alpha dystroglycan glycosylation. Pro5-aDG cells, alpha-DG glycosylation AlphaScreen (IIH6); 0% Pro5, 100% B10-LARGE cell signal. activation, % at 10 µM. 360,000 tested, 0.22% active. AID 624168;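 active means activation of at least 8% versus controls, or a plate z-score of at least 8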;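 further: Pro5 are CHO cells carrying HIG-tagged alpha-DG that lacks glycosylation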
Vif imaging: inhibitors of HIV Vif | HEK293T cells, Vif self-association by quenched fluorescence, imaging, 24 h | inhibition, % at 7.49 µM | 340,000 tested, 0.35% active | AID 602346; in the data active means inhibition above about 50%, passing the limit was not always enough; inconclusive means no clear call, values can overlap the other calls; inactive means below about 31%; further: some results filed as inactive read as strong as hits
PDI turbidity: PDI (human) enzyme inhibition | P07237 | PDI insulin aggregation turbidity, A650, 90 min | inhibition, % at 10 µM | 350,000 tested, 0.052% active | AID 588391;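 active means mean inhibition across replicates of 30% or more, whatever share of single replicates reach that level; inconclusive means mean inhibition below 30% while every single replicate reaches 30%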;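 further: absorbance from insulin aggregation driven by PDI reduction with DTT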
Glyco luc inh: N-linked glycosylation inhibition. D54 ERlucT glycosylation luciferase reporter, 24 h; percent of 100 nM tunicamycin response. 360,000 tested, 0.23% active. AID 588692. reporter increase, % at 12.5 µM;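 active means mean luciferase reporter signal, scaled so untreated is 0 and the glycosylation-blocking control 100, at or above a set limit in every replicate; inconclusive means mean reaches the limit but not every replicate does; inactive means mean below the limit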;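 further: luciferase carries N-glycosylation sites so blocking glycosylation raises the light; 0% = median of neutral control wells and 100% = median of 100 nM tunicamycin wells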
ABCB6 inh MLPCN: inhibitors of human ABC transporter ABCB6; Q9NP58; K562-ABCB6 porphyrin accumulation, flow cytometry, 1 h; hits give low values; fluorescence ratio to DMSO, % at 10 µM; 360,000 tested, 0.19% active; AID 602162;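 active means fluorescence ratio to DMSO below 75%, the collection mean minus 3 SD; inconclusive means too few cells collected in the well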;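 further: signal is porphyrin accumulated inside mitochondria; 100% equals median channel fluorescence of DMSO control wells; lower ratio means ABCB6 inhibition with less porphyrin fluorescence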
Target sequence (Q9NP58 whole entry, looked up): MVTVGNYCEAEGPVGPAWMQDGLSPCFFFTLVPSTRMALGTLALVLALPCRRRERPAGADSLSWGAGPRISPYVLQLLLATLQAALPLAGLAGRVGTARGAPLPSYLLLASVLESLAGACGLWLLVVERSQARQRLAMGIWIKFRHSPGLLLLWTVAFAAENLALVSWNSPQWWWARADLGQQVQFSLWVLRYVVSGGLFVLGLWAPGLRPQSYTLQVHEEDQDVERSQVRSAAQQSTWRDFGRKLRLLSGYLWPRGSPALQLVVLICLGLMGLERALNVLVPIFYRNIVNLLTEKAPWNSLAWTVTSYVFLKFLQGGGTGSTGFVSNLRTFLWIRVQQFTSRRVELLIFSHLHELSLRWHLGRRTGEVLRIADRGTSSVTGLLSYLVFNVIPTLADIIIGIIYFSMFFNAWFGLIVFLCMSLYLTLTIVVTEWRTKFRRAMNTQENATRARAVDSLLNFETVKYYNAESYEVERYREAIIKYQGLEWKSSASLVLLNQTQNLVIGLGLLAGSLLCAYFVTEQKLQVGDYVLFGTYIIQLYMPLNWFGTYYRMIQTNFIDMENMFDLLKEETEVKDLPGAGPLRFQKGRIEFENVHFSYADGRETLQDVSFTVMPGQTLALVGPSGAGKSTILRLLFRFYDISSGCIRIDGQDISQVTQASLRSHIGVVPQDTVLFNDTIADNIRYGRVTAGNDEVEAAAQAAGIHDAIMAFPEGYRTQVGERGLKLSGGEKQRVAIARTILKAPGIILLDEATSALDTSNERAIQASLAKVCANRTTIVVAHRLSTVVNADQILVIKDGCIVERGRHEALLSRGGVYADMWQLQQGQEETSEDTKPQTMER
CaV13 ICDI inh: Primary screen for inhibitors of IQ motif and Ca2+-dependent inactivation inhibitor domain binding in CACNA1D, Förster resonance energy transfer in living cells, …; 340,000 tested, 0.098% active; HEK cells, CFP/YFP FRET ICDI-IQ, plate reader, 10 min; percent FRET-ratio fall versus neutral wells; inhibition, % at 12.3 µM;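 active means mean replicate inhibition of at least 30% and at least 1% of replicates passing that level; inconclusive means only one of the two criteria is met; inactive means neither criterion is met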;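 further: 0% = median of the neutral control wells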
H9c2 protect: myocardial damage modulation in H9c2 cells; H9c2 cardiomyocytes, H2O2 injury protection, ATPLite, 2 h; protection from H2O2 cell death, % at 20 µM; 360,000 tested, 0.63% active;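 active means compounds giving at least 50% protection of heart cells from peroxide-induced death in the single-dose screen, raw or plate-pattern-corrected value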;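 further: 0% = DMSO wells with peroxide and 100% = DMSO wells without peroxide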
MC4R antag cAMP: antagonists of human melanocortin 4 receptor (MC4R); P32245; MC4R-expressing cells, MTII-stimulated cAMP, LANCE TR-FRET; inhibition, % at 6.5 µM; 360,000 tested, 0.48% active;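 active means inhibition above its plate's cutoff, the mean of tested wells on that plate plus 3 SD, cut at about 29% in these data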;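 further: 0% = Melanotan II alone and 100% = Melanotan II plus saturating MCL0020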
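System: U2OS-MC4R stable cell line; Technique: Eu-cAMP/anti-cAMP TR-FRET, emission 671 nm; Repeats: single well per compound; Also added: Melanotan II; Dosing: one concentration, 6.5 µM nominal; Schedule: 30-min compound, 1-h challenge, 1-h detection, room temperature.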
Active calls of the source: *; ? = inconclusive; nt = not tested or not shown. Rows were taken by chance. Share with any hit: about 3.6%.

SMILES	MC4R barr agon	m5-HT2A agonist	aDG glyco act	Vif imaging	PDI turbidity	Glyco luc inh	ABCB6 inh MLPCN	CaV13 ICDI inh	H9c2 protect	MC4R antag cAMP
CC1CN(C(=O)Nc2ccc3snnc3c2)c2ccccc21 (stereo not drawn)	0.5	-5	-0.1	-2	-2	3	100	-2	-3	10
CCCC(=O)Nc1ccc2c(c1)nc(CCNC(=O)c1ccccc1)n2C	-1.2	1	0.1	11	-8	3	96	-8	13	20
COc1cc(/C=C/C(=O)Nc2ccc(S(=O)(=O)Nc3ncccn3)cc2)ccc1OCC#N	-0.7	-3	-0.1	-2	3	2	101	-6	-3	4
CC(=O)c1ccc(NC(=O)CO/N=C(\C)c2cccs2)cc1	-0.4	-3	0.0	6	-1	-2	98	-5	3	10
COC(=O)CSc1nnc(CNC(=O)Cc2ccccc2)n1-c1ccccc1OC	0.3	1	0.1	2	-2	1	98	-5	-1	4
CCOC(=O)C1=C(C)Nc2ccccc2N/C1=N\S(=O)(=O)c1cccc(Cl)c1	-1.3	2	0.0	22	3	-1	103	-7	-8	2
COc1cccc2c1OCC(C(=O)O)C2 (stereo not drawn)	-0.5	-1	0.0	-4	3	1	100	-9	12	1
Cc1cc(C)c2c(c1)/C(=N/NS(=O)(=O)c1ccccc1)CCC2	0.2	-6	0.6	23	4	-1	92	-4	-19	3
Cc1ccc([N+](=O)[O-])cc1NC(=O)CSc1nncc2ccccc12	-0.9	-4	3.3	-20	-9	0	104	-15	23	-4
CCn1c(SCC(=O)N/N=C(\C)c2ccncc2)nnc1-c1ccc(C)cc1	2.6	-2	0.0	-4	0	0	103	-20	0	16
Cc1ccc2nc(-c3ccccc3)cc(C(=O)N3CC(C)OC(C)C3)c2c1 (stereo not drawn)	-2.1	0	-0.1	-3	-1	?	101	-2	0	9
O=C(O)c1cc2nccc(-c3ccc(F)cc3)n2n1	-2.5	3	0.1	-13	-2	2	100	-5	-2	6
CC(=O)NCCNC(=O)CCNC(=O)c1ccc(Cl)cc1	1.3	-2	0.2	12	3	1	91	nt	1	10
CN(NC(=O)c1ccccc1F)c1nc(C(F)(F)F)nc2ccccc12	-3.2	2	-0.1	1	-5	16	99	-5	4	-17
NC1=NC(c2ccc(Cl)cc2)C(C(=O)c2ccccc2)N1 (stereo not drawn)	-1.1	-5	0.0	-9	-6	?	98	-17	8	-5
CC(O)CSc1nc2c(c(=O)[nH]c(=O)n2C)n1Cc1ccccc1 (stereo not drawn)	2.6	2	0.1	8	-10	3	97	-2	6	5
NC(=O)CSc1nnc(-c2cccnc2)n1CCc1ccccc1	-1.3	0	-0.2	27	2	1	95	-3	-3	5
CC1(C(=O)NS(=O)(=O)c2cccc(C#N)c2)CCN1C(=O)Cc1cc(F)ccc1F (stereo not drawn)	-1.9	1	-0.3	-2	9	2	102	-10	11	3
Cc1ccc(NC2CCCN(C(=O)c3cn(C)c4ccccc34)C2)cc1C (stereo not drawn)	-3.0	-3	-0.1	-1	4	2	97	-5	0	2
FC(F)(F)Oc1ccccc1C(c1nnnn1C1CCCCC1)N1CCN(C/C=C/c2ccccc2)CC1 (stereo not drawn)	nt	1	-0.2	-1	nt	-1	98	nt	-5	nt
COc1ccc(OC(C)C(=O)NCCc2nc3ccccc3[nH]2)cc1 (stereo not drawn)	-1.9	-6	0.0	4	12	2	94	-3	11	4
O=C(Nc1ccc2ccccc2c1)C(c1ccccc1)C1CCCC1 (stereo not drawn)	1.1	-1	0.8	-6	2	-8	99	9	-12	9
COc1ccc2cc(C(=O)Nc3ccc(F)cc3)sc(=O)c2c1OC	2.8	-5	-0.1	11	4	-1	94	-4	2	15
CCOc1ccccc1CNC(=O)c1ccc(Sc2ccc(Cl)cc2)c(NC(C)=O)c1	-1.4	-3	-0.2	2	-1	-3	93	nt	-3	15
Oc1ccc(/C=N/N2CCN(C3c4ccccc4-c4ccccc43)CC2)c(O)c1	7.3	-1	0.2	-4	-4	0	79	4	-5	3
Cc1ccc(S(=O)(=O)N2CCN(S(=O)(=O)c3ccccc3)C2c2ccc(N(C)C)cc2)cc1 (stereo not drawn)	-2.8	-5	-0.4	4	11	-4	89	-4	9	3
CCC(=O)N/N=C(\C)CC(=O)Nc1ccc(Cl)cc1	-1.2	3	0.1	2	-1	-1	96	-3	1	6
CC(C)Nc1ncnc2c1ncn2[C@H]1CN(Cc2cccnc2)C[C@@H](CO)O1	0.4	4	-0.3	10	-7	0	94	-11	5	0
Cn1c(-c2ccc(CN3CCCCC3)o2)nc2ccccc21	-1.9	-6	0.0	19	6	-1	102	0	4	-1
CCc1ccc(C(=O)NN=C2CCCCCC2)s1	1.6	-13	-0.2	-2	9	3	103	-6	3	-3
COc1ccc(CN(C)C(=O)Cn2ccsc2=N)cc1OC	-1.3	3	-0.2	nt	2	1	97	-4	5	-2
CCOc1ccc(CN2C(=O)c3ccccc3C2=O)cc1C(=O)Nc1nnc(SCC)s1	0.8	-1	-0.4	0	-5	-1	95	-3	-4	6
COc1ccc(C(=O)N2CCCC(c3nc(-c4ccc(C)o4)no3)C2)cc1OC (stereo not drawn)	-1.2	-5	0.0	0	8	3	101	-2	-4	1
Cc1ccc(NCCc2ccc(C)nc2)cc1	-2.6	5	-0.2	3	1	0	105	nt	4	7
O=C(CCN1C(=O)C2CC=CCC2C1=O)NC1CCCCC1 (stereo not drawn)	-2.9	12	0.5	-5	13	1	101	-6	4	-3
COc1ccc(CN2C(=S)NC(C)(C)CC2(C)O)cc1 (stereo not drawn)	-1.9	1	0.5	-5	3	-1	96	-15	4	11
CCCC(=O)Nc1ccc(N2CCCCC2)cc1	-1.5	0	0.0	4	-15	0	99	nt	-6	-2
COc1cc2c(cc1OC)C(c1cc3cc4c(cc3[nH]c1=O)OCO4)N(C(=O)C1CC1)CC2 (stereo not drawn)	-1.0	4	-0.2	-1	4	3	100	-9	17	5
O=C(Nc1ccc(C(=O)N2CCOCC2)cc1)C1CCC1	-1.6	-1	0.2	0	-1	2	97	-9	-2	3
O=C(NCCc1ccccc1)[C@@H]1CC=C[C@@H]2CCN(Cc3ccc(Cl)c(Cl)c3)C(=O)[C@@H]21	12*	2	0.8	-2	-4	-2	97	-5	-4	-3
COCCCN(C(=S)Nc1cccc(Cl)c1)C(C)c1ccncc1 (stereo not drawn)	-1.5	5	-0.1	-13	-10	-1	105	-5	4	0
CCCNC(=O)NC1CCCc2ccccc21 (stereo not drawn)	-3.3	4	-0.4	2	-16	0	99	-4	0	2
CCN(C[C@H]1N[C@@](CC)(C(=O)OC)[C@H]2C(=O)N(C)C(=O)[C@@H]12)C(=O)Nc1ccc(F)cc1	0.8	1	-0.2	10	3	3	97	-6	-4	0
Cc1ccc(-c2cc(C(F)F)n3ncc(C(=O)Nc4ccc(S(=O)(=O)Nc5ccccc5C)cc4)c3n2)cc1	-0.4	-3	0.2	-1	0	-1	100	nt	2	2
Cc1cccc(/C(N)=N/OC(=O)c2ccc(Br)o2)c1	-0.4	-1	0.1	-7	-2	-4	100	-3	-13	-7

Sorted by the number under aDG glyco act (high to low): 3 from the list above.
Compound	MC4R barr agon	m5-HT2A agonist	aDG glyco act	Vif imaging	PDI turbidity	Glyco luc inh	ABCB6 inh MLPCN	CaV13 ICDI inh	MC4R antag cAMP
O=C(CCN1C(=O)C2CC=CCC2C1=O)NC1CCCCC1 (stereo not drawn)	-2.9	12	0.5	-5	13	1	101	-6	-3
Cc1cccc(/C(N)=N/OC(=O)c2ccc(Br)o2)c1	-0.4	-1	0.1	-7	-2	-4	100	-3	-7
Cc1ccc(NCCc2ccc(C)nc2)cc1	-2.6	5	-0.2	3	1	0	105	nt	7

Continued:
SMILES	MC4R barr agon	m5-HT2A agonist	aDG glyco act	Vif imaging	PDI turbidity	Glyco luc inh	ABCB6 inh MLPCN	CaV13 ICDI inh	H9c2 protect	MC4R antag cAMP
O=C(CCC(=O)c1cccs1)NNC(=O)c1ccccc1O	-3.3	-7	0.0	7	0	0	86	-6	1	4
CCCc1nnc(SCCSc2nnc(CCC)n2N)n1N	-2.0	-1	0.4	-12	-1	1	102	-3	-1	2
CCCN(C(=O)Cn1ncc2c(=O)oc3ccccc3c21)c1cccc(C)c1	-1.4	-6	0.0	-2	-1	2	97	-6	6	6
COc1ncnc2c1oc1nc(CC(C)C)c3c(c12)CC(C)(C)OC3	6.5	2	0.4	-7	-5	3	95	-3	2	-6
Cc1ccc(-c2nc3ccccc3s2)cc1NC(=O)c1cc(-n2cnnc2)ccc1Cl	11*	5	-0.2	34	-2	8	92	-7	-7	14
CC1=NN2C(=N)/C(=C\c3cc(C)n(-c4ccccc4)c3C)C(=O)N=C2S1	-3.5	3	0.1	-5	8	4	100	-111	-6	1
COC(=O)C1=C(C)N(CCCC(=O)O)C(=O)NC1c1ccc(C#N)cc1 (stereo not drawn)	1.0	2	-0.3	nt	2	3	96	-5	1	8
O=C(COc1ccccc1Cl)OCC(=O)N1CCN(S(=O)(=O)c2ccccc2)CC1	2.2	6	0.0	-2	2	2	100	-6	6	13

Entries listed so far with fluorine, in the order listed:
SMILES	MC4R barr agon	m5-HT2A agonist	aDG glyco act	Vif imaging	PDI turbidity	Glyco luc inh	ABCB6 inh MLPCN	CaV13 ICDI inh	H9c2 protect	MC4R antag cAMP
O=C(O)c1cc2nccc(-c3ccc(F)cc3)n2n1	-2.5	3	0.1	-13	-2	2	100	-5	-2	6
CN(NC(=O)c1ccccc1F)c1nc(C(F)(F)F)nc2ccccc12	-3.2	2	-0.1	1	-5	16	99	-5	4	-17
CC1(C(=O)NS(=O)(=O)c2cccc(C#N)c2)CCN1C(=O)Cc1cc(F)ccc1F (stereo not drawn)	-1.9	1	-0.3	-2	9	2	102	-10	11	3
FC(F)(F)Oc1ccccc1C(c1nnnn1C1CCCCC1)N1CCN(C/C=C/c2ccccc2)CC1 (stereo not drawn)	nt	1	-0.2	-1	nt	-1	98	nt	-5	nt
COc1ccc2cc(C(=O)Nc3ccc(F)cc3)sc(=O)c2c1OC	2.8	-5	-0.1	11	4	-1	94	-4	2	15
CCN(C[C@H]1N[C@@](CC)(C(=O)OC)[C@H]2C(=O)N(C)C(=O)[C@@H]12)C(=O)Nc1ccc(F)cc1	0.8	1	-0.2	10	3	3	97	-6	-4	0
Cc1ccc(-c2cc(C(F)F)n3ncc(C(=O)Nc4ccc(S(=O)(=O)Nc5ccccc5C)cc4)c3n2)cc1	-0.4	-3	0.2	-1	0	-1	100	nt	2	2
